FAS-TE inh: FAS thioesterase domain inhibitors, primary screen, biochemical, fluorescence intensity, uHTS; Fatty acid synthase (Homo sapiens), P49327; inhibition, % at 15 µM; recombinant FAS-TE, OMFH fluorogenic substrate, fluorescence endpoint; AID 602261, 2012; 360,000 tested, 0.67% active;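 active means compounds whose normalised, plate-corrected inhibition of enzyme fluorescence in the single-dose primary screen is 50% or more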;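 further: 0% = DMSO with enzyme and 100% = substrate without enzyme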
Target sequence (P49327 whole entry, looked up, the tested form may be a part): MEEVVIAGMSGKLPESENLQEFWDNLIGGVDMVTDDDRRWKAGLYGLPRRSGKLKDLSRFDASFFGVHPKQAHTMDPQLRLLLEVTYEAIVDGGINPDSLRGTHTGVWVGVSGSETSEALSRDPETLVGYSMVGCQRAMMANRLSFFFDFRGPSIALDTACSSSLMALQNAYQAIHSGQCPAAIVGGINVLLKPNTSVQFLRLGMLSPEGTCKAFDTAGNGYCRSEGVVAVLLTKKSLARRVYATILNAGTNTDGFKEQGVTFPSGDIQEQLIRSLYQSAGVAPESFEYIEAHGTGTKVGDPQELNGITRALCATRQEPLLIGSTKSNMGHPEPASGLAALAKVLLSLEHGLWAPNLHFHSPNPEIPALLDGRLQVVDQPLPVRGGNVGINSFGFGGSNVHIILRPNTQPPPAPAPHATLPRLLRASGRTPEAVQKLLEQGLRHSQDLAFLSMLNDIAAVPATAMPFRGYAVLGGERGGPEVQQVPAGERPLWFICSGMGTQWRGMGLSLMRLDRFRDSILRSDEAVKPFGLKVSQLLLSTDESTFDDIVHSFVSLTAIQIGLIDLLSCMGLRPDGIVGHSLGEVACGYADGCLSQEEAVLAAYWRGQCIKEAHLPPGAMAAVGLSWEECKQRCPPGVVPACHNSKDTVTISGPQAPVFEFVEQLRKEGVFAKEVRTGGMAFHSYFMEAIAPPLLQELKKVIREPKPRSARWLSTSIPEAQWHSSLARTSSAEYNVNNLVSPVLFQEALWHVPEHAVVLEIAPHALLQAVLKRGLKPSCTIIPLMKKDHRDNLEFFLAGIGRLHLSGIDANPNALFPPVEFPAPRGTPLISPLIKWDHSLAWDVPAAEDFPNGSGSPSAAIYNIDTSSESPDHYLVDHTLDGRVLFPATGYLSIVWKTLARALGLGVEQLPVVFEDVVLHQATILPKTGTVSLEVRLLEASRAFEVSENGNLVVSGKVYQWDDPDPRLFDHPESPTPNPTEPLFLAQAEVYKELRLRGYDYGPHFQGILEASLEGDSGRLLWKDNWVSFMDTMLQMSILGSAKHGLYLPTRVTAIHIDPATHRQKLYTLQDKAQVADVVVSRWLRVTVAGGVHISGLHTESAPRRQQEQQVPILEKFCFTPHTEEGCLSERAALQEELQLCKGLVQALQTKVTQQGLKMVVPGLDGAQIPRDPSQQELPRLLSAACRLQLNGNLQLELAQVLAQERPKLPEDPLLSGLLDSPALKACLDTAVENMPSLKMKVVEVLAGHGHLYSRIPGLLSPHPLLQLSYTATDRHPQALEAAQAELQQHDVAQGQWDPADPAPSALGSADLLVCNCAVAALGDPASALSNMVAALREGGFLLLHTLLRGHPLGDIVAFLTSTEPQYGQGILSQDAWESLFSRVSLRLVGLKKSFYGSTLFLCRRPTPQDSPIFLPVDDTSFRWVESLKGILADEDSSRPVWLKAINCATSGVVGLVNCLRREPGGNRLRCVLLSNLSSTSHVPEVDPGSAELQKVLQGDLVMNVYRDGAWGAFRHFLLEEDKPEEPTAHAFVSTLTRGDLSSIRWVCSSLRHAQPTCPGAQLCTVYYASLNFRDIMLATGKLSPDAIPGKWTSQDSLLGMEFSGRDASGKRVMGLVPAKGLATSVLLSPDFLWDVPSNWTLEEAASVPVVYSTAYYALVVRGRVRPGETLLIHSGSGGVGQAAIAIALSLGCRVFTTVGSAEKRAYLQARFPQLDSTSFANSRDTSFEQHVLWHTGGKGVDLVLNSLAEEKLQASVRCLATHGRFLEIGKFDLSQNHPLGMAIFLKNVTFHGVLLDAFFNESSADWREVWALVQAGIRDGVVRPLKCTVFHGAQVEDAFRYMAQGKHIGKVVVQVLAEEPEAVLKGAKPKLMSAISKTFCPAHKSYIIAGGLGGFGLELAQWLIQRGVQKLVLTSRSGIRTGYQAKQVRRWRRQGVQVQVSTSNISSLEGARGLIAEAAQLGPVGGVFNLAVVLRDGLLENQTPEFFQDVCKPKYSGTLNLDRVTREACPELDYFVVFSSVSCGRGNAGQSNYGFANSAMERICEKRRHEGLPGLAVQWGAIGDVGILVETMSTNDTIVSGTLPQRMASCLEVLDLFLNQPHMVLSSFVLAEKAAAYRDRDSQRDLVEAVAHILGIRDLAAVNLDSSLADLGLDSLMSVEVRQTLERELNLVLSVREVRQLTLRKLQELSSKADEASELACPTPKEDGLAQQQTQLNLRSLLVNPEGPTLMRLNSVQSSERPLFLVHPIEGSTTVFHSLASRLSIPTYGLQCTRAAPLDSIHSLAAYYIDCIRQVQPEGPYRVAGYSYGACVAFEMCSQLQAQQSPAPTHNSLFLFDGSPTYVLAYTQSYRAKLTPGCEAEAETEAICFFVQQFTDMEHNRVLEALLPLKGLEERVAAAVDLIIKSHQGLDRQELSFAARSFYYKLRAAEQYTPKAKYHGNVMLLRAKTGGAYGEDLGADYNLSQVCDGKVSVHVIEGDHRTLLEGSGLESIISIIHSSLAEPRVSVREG
Neddyl block: inhibitors of cullin neddylation, primary screen, biochemical, TR-FRET, uHTS, NAE and Ubc12. 360,000 tested, 0.58% active. calls only at 25 µM. NEDD8-conjugating enzyme Ubc12 (Homo sapiens) + NEDD8-activating enzyme E1 regulatory …; in the data active means inhibition above about 36%
MLLE-PAM2 inh: inhibitors of PABP1 MLLE–PAM2 peptide binding, primary screen, biochemical, fluorescence polarization, FITC-PAM2, GST-MLLE; inhibition, % at 20 µM; 360,000 tested, 0.36% active; in the data active means inhibition above about 35%, passing the limit was not always enough;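 further: plate controls were DMSO wells with GST-MLLE for no effect and wells lacking GST-MLLE protein for full effect; some results filed as inactive read as strong as hits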
MsrA act: bovine MsrA enzyme activators, primary screen, biochemical, absorbance, HTS; 360,000 tested, 0.3% active; AID 602163, 2012; Methionine sulfoxide reductase A (Bos taurus); activation, % at 10.6 µM; purified bovine MsrA, absorbance read-out; in the data active means activation above about 7.5%;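 further: 0% = vehicle and 100% = reference activator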
eLon inh: inhibitors of E. coli Lon protease, primary screen, biochemical, fluorescence polarization; purified E. coli Lon protease; 360,000 tested, 0.42% active; P0A9M0; inhibition, % at 7.94 µM; in the data active means inhibition above about 13%, passing the limit was not always enough;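 further: 0% = enzyme with probe and DMSO and 100% = no enzyme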
NRP1-CendR mod: modulators of CendR peptide binding to NRP-1, primary screen, biochemical, fluorescence polarization, uHTS | 360,000 tested, 0.85% active | FAM-RPARPAR peptide binding to NRP-1 | Neuropilin-1 (Homo sapiens), O14786 | inhibition, % at 25 µM;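 active means inhibition or corrected inhibition above about 18%, plus a signal ratio from 0.5 to 1.5, limit read from the data, passing the limit was not always enough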; further: strong numbers were not always called active
SKN-1 inh: suppressors of acrylamide-induced Pgst-4::GFP reporter in worms, primary screen, SKN-1 inhibitor project, whole organism, uHTS, GFP/RFP fluorescence ratio, strain VP596; inhibition, % at 21.8 µM; C. elegans VP596 Pgst-4::GFP/RFP ratio, 24 h; AID 624304, 2012; 360,000 tested, 0.49% active;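 active means interference check ratio from 0.5 to 1.5 plus GFP to RFP signal ratio inhibition reaching or exceeding a fixed threshold, cut at about 30% in these data, passing the limit was not always enough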; further: some compounds called inactive have numbers as strong as hits
MT1-MMP act inh: blockers of MT1-MMP proenzyme processing, primary screen, HT1080 RFP-PRO-GFP cells, GFP/RFP fluorescence; Matrix metalloproteinase-14 (Homo sapiens), P50281; GFP/RFP ratio fluorescence, overnight; percent of plate control window, DMSO zero; GFP/RFP ratio change, % at 20 µM; 360,000 tested, 0.061% active;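 active means GFP/RFP ratio change of at least 30% with cell ATP level not reduced by more than half and red fluorescence within 50% of control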; further: strong numbers were not always called active
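Assay system: HT1080 cells carrying an RFP-PRO-GFP reporter | Dosing: Single dose of 20 µM compound, 1% DMSO final | Incubation: Cells overnight before dosing, compound overnight, 37 °C, 5% CO2 | Evaluation: GFP/RFP fluorescence ratio | Control set: DMSO and RFP-L50D-GFP cell wells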
Rin1-Abl PPI inh: inhibitors of Rin1-Abl protein binding, primary screen, biochemical, TR-FRET; 360,000 tested, 0.4% active; inhibition, % at 7.35 µM; in the data active means inhibition above about 5%, passing the limit was not always enough
Active calls of the source: *; i = inactive; x = not tested or not shown. Compounds as they come. Share with any hit: about 4%.

Every second line gives: SKN-1 inh | FAS-TE inh | Neddyl block | Rin1-Abl PPI inh | MsrA act | MLLE-PAM2 inh | MT1-MMP act inh | NRP1-CendR mod | eLon inh
O=c1[nH]c2ccccc2nc1/C=C/c1ccc(F)cc1
→ 6 | -6 | i | -1 | -2 | -69 | -25 | -82 | -29
O=C(CN1CCN(S(=O)(=O)c2ccc(F)c(Cl)c2)CC1)N1CCc2ccccc21
→ -6 | 21 | i | -2 | -3 | 3 | 1 | -8 | -3
COc1cc(/C=C/C(=O)OCC(=O)NC(=O)NC(C)(C)C)cc(OC)c1OC
→ 8 | 0 | i | 0 | -4 | -11 | 7 | 3 | -2
N#Cc1cccc(NC(=O)c2cc(C3CCCCN3C(=O)C3CC3)on2)c1 (centres undefined)
→ 4 | -3 | i | 5 | -7 | -1 | x | 6 | -1
Cc1ccccc1Nc1nc(N)nc(COC(=O)c2cccn2C)n1
→ 5 | 1 | i | 4 | 2 | -11 | 7 | -3 | 2
Cc1ccc(N2C(N)=C(C#N)C3(C(=O)N(C)c4ccccc43)C3=C2CC(C)(C)CC3=O)cc1Cl (centres undefined)
→ 13 | 10 | i | 0 | 0 | -47 | 0 | 11 | -6
O=C(Cc1csc(Nc2nc(=S)[nH]c3ccccc23)n1)NCCCN1CCN(c2ccccc2F)CC1
→ -1 | 0 | i | -3 | -3 | 24 | 0 | -21 | -6
COc1ccc(CC(=O)Nc2nc3ccccc3[nH]2)cc1
→ -4 | -3 | i | 1 | -8 | -6 | -2 | 2 | 0
Cc1cc(C)cc(NC(=O)C(Nc2ccccc2)c2ccccc2)c1 (centres undefined)
→ 4 | 45 | i | 0 | -4 | -13 | -11 | -10 | 4
COCCNC(=O)CCCn1c(=O)c2cc(OC)c(OC)cc2n(CC(=O)c2cccc(OC)c2)c1=O
→ -5 | -3 | i | -1 | -3 | -1 | -1 | 4 | 2
CC(=O)Nc1ccccc1OCC(=O)NCCC1=CCCCC1
→ 5 | -2 | i | -3 | -3 | 16 | 7 | 15 | 5
O=C1C=C(Nc2cccc3cccnc23)c2ccccc2C1=O
→ 24 | -4 | i | -1 | 2 | 15 | -8 | -2 | 8
CCCCn1nc2cc(C(=O)NCc3ccc(OC(F)(F)F)cc3)ccc2c1OC
→ 4 | 10 | x | 5 | 0 | 0 | 0 | 27* | 2
CC[C@@]1(O)C(=O)OCc2c1cc1n(c2=O)Cc2cc3c(N)cccc3nc2-1
→ 3 | -14 | i | -1 | -7 | -9 | -4 | 18 | 0
Cc1ccc(S(=O)(=O)NC2=C(N3CCN(Cc4ccccc4)CC3)C(=O)c3ccccc3C2=O)cc1
→ 5 | 20 | i | -7 | 7.8* | 1 | 7 | 6 | 0
O=C(CNS(=O)(=O)c1ccccc1F)NNC(=O)c1ccc(Br)cc1
→ 6 | -7 | i | 0 | -10 | -5 | -1 | 5 | -9
CC(C)Cc1nnc(NC(=O)CCC(=O)N2CCN(S(=O)(=O)c3ccccc3)CC2)s1
→ -6 | -6 | i | 3 | 0 | 13 | -1 | -14 | -2
O=C(CCN1C(=O)[C@H]2CC=CC[C@H]2C1=O)NCc1nc(-c2ccccc2)no1
→ 3 | -7 | i | 5 | -10 | 7 | -2 | -9 | -7
Cn1nnnc1SCCNCc1cccnc1
→ 2 | -7 | i | -5 | -2 | 7 | 1 | 1 | 9
Cc1ccc(/C(=N\S(=O)(=O)c2ccc(Br)cc2)Nc2ccccc2C)cc1
→ 6 | -3 | i | 0 | -5 | 0 | 1 | 8 | -16
COC(=O)[C@H](C)NC(=O)Nc1ccccc1C(F)(F)F
→ 3 | -6 | i | -1 | -2 | 3 | 4 | 4 | -2
Cc1ccc(NC(=S)NCCc2ccccc2)c(C)c1
→ 8 | 3 | i | 3 | -3 | -52 | 2 | -1 | -1
CC1(C)Cc2c(c(N3CCOCC3)nc3sc4c(NCC5CCCO5)nnnc4c23)CS1 (centres undefined)
→ -4 | 21 | i | -1 | -2 | -11 | -2 | -9 | -2
C=CCNC(=O)COc1ccc(S(=O)(=O)N2CCCC2)cc1
→ -2 | -5 | i | 3 | -7 | -12 | -2 | 11 | 0
COc1ccccc1S(=O)(=O)N(C)C[C@@H]1OCc2cn(nn2)CCCC(=O)N([C@H](C)CO)C[C@H]1C
→ -2 | -8 | i | 3 | -1 | 14 | 3 | 3 | 3
CCn1c(SCC(=O)NCC2CCCO2)nnc1-c1ccc(S(=O)(=O)N2CCN(C)CC2)cc1 (centres undefined)
→ -3 | -4 | i | -1 | -4 | 4 | 1 | 7 | -2
C[C@@H]1CN([C@H](C)CO)C(=O)CCCn2nncc2CO[C@H]1CN(C)Cc1cccc(C(=O)O)c1
→ 2 | -4 | i | -1 | -2 | 1 | -3 | -1 | -6
Cc1nonc1NC(=O)CSc1nc2c(C)cccc2cc1C#N
→ 5 | -6 | i | -18 | -4 | -21 | -117 | -11 | -9
COc1cc(C(=O)OCC(=O)c2cc(C)n(CC3CCCO3)c2C)cc(OC)c1C (centres undefined)
→ -21 | 27 | i | 5 | -3 | -8 | -2 | 9 | -3
C=CCn1cc(C(=O)OC)c(=O)c2cc(S(=O)(=O)N3CCC(C)CC3)ccc21
→ -10 | -4 | i | 2 | -16 | -4 | 1 | -3 | -1
COc1ccc(CN=Cc2[nH]c3ccc(Br)c(Cl)c3c2O)cc1
→ -13 | 12 | i | -6 | -1 | 9 | -57 | 133 | -65
CCc1sc(C(=O)N2CCN(S(C)(=O)=O)CC2)cc1Br
→ 19 | -2 | i | 1 | 0 | 8 | 3 | 6 | 3
COCCN(C(=O)c1cc(OC)c(OC)c(OC)c1)c1c(N)n(Cc2ccccc2)c(=O)[nH]c1=O
→ -8 | -7 | i | 3 | -12 | 1 | -2 | -2 | 1
O=S(=O)(Cc1ccccc1)NCC1CCCN(Cc2cccc3nonc23)C1 (centres undefined)
→ 2 | -1 | i | -2 | -5 | -5 | -2 | 0 | -3
O=C1CC(NS(=O)(=O)c2cccnc2)CN1c1ccc(F)cc1 (centres undefined)
→ 22 | -8 | i | 2 | -2 | 3 | -6 | -3 | 9
COc1cc(NC(=O)CN2c3cccc4cccc(c34)S2(=O)=O)cc(OC)c1OC
→ -1 | 0 | i | 1 | -2 | 4 | -1 | 7 | -15
O=c1oc2ccc(Cl)cc2cc1-c1nnc(Nc2cccc(C(F)(F)F)c2)s1
→ -19 | -4 | i | 0 | -3 | -2 | -1 | -9 | -13
N#CC(Sc1ccccn1)c1ccc(Cl)cc1 (centres undefined)
→ 24 | 13 | i | 1 | 2 | 19 | -1 | 3 | -1
CNC[C@@H](C)NC[C@@H](Cc1ccccc1)NCCc1ccccc1
→ 21 | -6 | i | 0 | -1 | -7 | 7 | 0 | 2
COc1ccc(C(=O)N2CCOC2CNC(=O)C(=O)NCc2ccc(Cl)cc2)cc1 (centres undefined)
→ -1 | 0 | i | -1 | -15 | 11 | 13 | 4 | -6
COc1ccc2[nH]c(C(=O)NCCCN3CCCC3=O)c(C)c2c1
→ 6 | -7 | x | -1 | -5 | 7 | -3 | 6 | 0
O=C(Cc1csc(NC(=O)Nc2cccc(Cl)c2)n1)NCc1cccnc1
→ 4 | -1 | i | 1 | -2 | -16 | 1 | -2 | -3
O=S(=O)(c1ccc(NC(=S)NCCC(c2ccccc2)c2ccccc2)cc1)N1CCOCC1
→ 2 | 30 | i | 2 | -12 | 23 | 2 | 7 | 2
Cc1nn(CC(=O)NCCc2ccccc2)c(=O)c2cccn12
→ 0 | -4 | i | -7 | -3 | -8 | 0 | -2 | 2
COC(=O)CCCCCCCCCCN1CCCCC1
→ 7 | -6 | i | 3 | -3 | 1 | 1 | -19 | -2
CCOc1ccc(CC(=O)C2=C(N3CCOCC3)CC(C)(C)CC2=O)cc1OCC
→ 0 | -7 | i | 2 | -4 | 6 | -4 | 21 | -3
C[C@H](CO)N1C[C@H](C)[C@@H](CN(C)Cc2ccc(Cl)c(Cl)c2)Oc2c(NC(=O)C3CCOCC3)cccc2C1=O
→ 2 | 3 | i | -1 | 4 | -10 | -4 | -6 | -1
CCN(CC1CCCN(CCc2cccc(F)c2)C1)C(=O)c1cc(C)oc1C (centres undefined)
→ -1 | -2 | i | 1 | -1 | 4 | -9 | 1 | 1
Cc1ccc(N2CCN(C(=O)NC3CCCCC3)CC2C)cc1 (centres undefined)
→ -12 | -5 | i | 0 | -3 | 9 | 1 | -1 | 3
O=C(Nc1cccc([N+](=O)[O-])c1)NC1CCS(=O)(=O)C1 (centres undefined)
→ 15 | -1 | i | 1 | -3 | 14 | 1 | -4 | -7

Arranged by count of non-hydrogen atoms (rising): some entries from above
Every second line gives: SKN-1 inh | FAS-TE inh | Neddyl block | Rin1-Abl PPI inh | MsrA act | MLLE-PAM2 inh | MT1-MMP act inh | NRP1-CendR mod | eLon inh
Cc1ccc(NC(=S)NCCc2ccccc2)c(C)c1
→ 8 | 3 | i | 3 | -3 | -52 | 2 | -1 | -1
COc1ccc(CC(=O)Nc2nc3ccccc3[nH]2)cc1
→ -4 | -3 | i | 1 | -8 | -6 | -2 | 2 | 0
C=CCNC(=O)COc1ccc(S(=O)(=O)N2CCCC2)cc1
→ -2 | -5 | i | 3 | -7 | -12 | -2 | 11 | 0
CC(=O)Nc1ccccc1OCC(=O)NCCC1=CCCCC1
→ 5 | -2 | i | -3 | -3 | 16 | 7 | 15 | 5
CNC[C@@H](C)NC[C@@H](Cc1ccccc1)NCCc1ccccc1
→ 21 | -6 | i | 0 | -1 | -7 | 7 | 0 | 2
N#Cc1cccc(NC(=O)c2cc(C3CCCCN3C(=O)C3CC3)on2)c1 (centres undefined)
→ 4 | -3 | i | 5 | -7 | -1 | x | 6 | -1
C=CCn1cc(C(=O)OC)c(=O)c2cc(S(=O)(=O)N3CCC(C)CC3)ccc21
→ -10 | -4 | i | 2 | -16 | -4 | 1 | -3 | -1
COc1ccc(C(=O)N2CCOC2CNC(=O)C(=O)NCc2ccc(Cl)cc2)cc1 (centres undefined)
→ -1 | 0 | i | -1 | -15 | 11 | 13 | 4 | -6
CCn1c(SCC(=O)NCC2CCCO2)nnc1-c1ccc(S(=O)(=O)N2CCN(C)CC2)cc1 (centres undefined)
→ -3 | -4 | i | -1 | -4 | 4 | 1 | 7 | -2
COc1ccccc1S(=O)(=O)N(C)C[C@@H]1OCc2cn(nn2)CCCC(=O)N([C@H](C)CO)C[C@H]1C
→ -2 | -8 | i | 3 | -1 | 14 | 3 | 3 | 3
O=C(Cc1csc(Nc2nc(=S)[nH]c3ccccc23)n1)NCCCN1CCN(c2ccccc2F)CC1
→ -1 | 0 | i | -3 | -3 | 24 | 0 | -21 | -6
C[C@H](CO)N1C[C@H](C)[C@@H](CN(C)Cc2ccc(Cl)c(Cl)c2)Oc2c(NC(=O)C3CCOCC3)cccc2C1=O
→ 2 | 3 | i | -1 | 4 | -10 | -4 | -6 | -1

Bioassay records deposited in PubChem BioAssay by several laboratories.
